# AmpC det inh – Promiscuous and Specific Inhibitors of AmpC Beta-Lactamase (assay with detergent) | P00811 | purified AmpC, nitrocefin hydrolysis with detergent | Potency, µM (top dose mostly 28.7 µM), inactives show at the top dose activity change, negative = inhibition | 0.09% of 71,000 active; active = well fitted curve in the direction sought with a large enough effect
# Target sequence (P00811 whole entry, looked up): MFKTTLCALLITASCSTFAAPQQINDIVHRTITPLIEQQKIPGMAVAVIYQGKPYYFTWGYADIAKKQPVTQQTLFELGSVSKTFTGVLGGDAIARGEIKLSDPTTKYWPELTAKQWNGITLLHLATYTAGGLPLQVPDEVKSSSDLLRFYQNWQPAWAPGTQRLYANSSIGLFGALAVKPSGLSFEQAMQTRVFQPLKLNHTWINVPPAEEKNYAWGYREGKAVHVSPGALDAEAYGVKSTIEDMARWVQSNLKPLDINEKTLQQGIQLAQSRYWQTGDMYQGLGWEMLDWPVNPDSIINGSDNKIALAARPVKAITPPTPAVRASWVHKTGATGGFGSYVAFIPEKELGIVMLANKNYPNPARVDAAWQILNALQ
#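 E. coli AmpC (5.3 nM) in 20 mM phosphate pH 7.0 with 0.01% Triton X-100, preincubated 15 min RT with compound; nitrocefin (2 uL of 800 uM stock) hydrolysis followed by 480 nm absorbance every 20 s over 4 min.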
# Starred values were filed as active, the others as inactive; [ ] = remark or other dose. % is set by controls: 0 for no effect and ±100 for the full control effect; potency is the fitted concentration of half-maximal effect. Only part of the results is shown (hit frequency here may not be typical).
SMILES,AmpC det inh
O=C(CCSc1nnc2ccccn12)Nc1ccc(F)cc1,-4.3%
Oc1ccc(Nc2nc(NCC3CCCO3)c3ccccc3n2)cc1 (stereo not drawn),-4.6%
COc1cccc(OCCCCSc2ncccn2)c1,-1.2%
Cn1c(=O)n(C)c2cc(CN3C(=O)OC(C)(C)C3(C)O)ccc21 (stereo not drawn),8.5%
CCCCCCC1C(C#N)=C(N)OC2=C1C(=O)CC(C)(C)C2 (stereo not drawn),8.0%
O=S(=O)(Cc1ccc(Cl)cc1)N1CCN(Cc2ccccc2)CC1,-3.6%
Cc1ccccc1Nc1nc(N)nc(COC(=O)CCS(=O)(=O)c2ccccc2)n1,-1.4%
O=C(NCc1ccco1)C1CCCN(S(=O)(=O)c2cnc[nH]2)C1 (stereo not drawn),11.4%
O=C1c2ccccc2C(=O)C1c1ccncc1,11.6%
O=C(Nc1ccccc1)c1cccc(-c2nnc(-c3ccccc3)o2)c1,-5.4%
COc1ccc(CCNC(=O)c2ccc3c(=O)n(Cc4ccco4)c(=S)[nH]c3c2)cc1OC,7.1%
Cc1cc(C(=O)N2CCc3ccccc32)c2ccccc2n1,-2.8%
COc1ccc(N(C(=O)c2ccccc2OC)C2C=CS(=O)(=O)C2)c(OC)c1 (stereo not drawn),-3.8%
CCCn1c(=O)[nH]c(=O)c2c1nc(-c1ccc3c(c1)OCCO3)n2CCN1CCOCC1,-1.5%
Fc1ccccc1N1CCN(C(c2ccccn2)c2nnnn2C2CCCCC2)CC1 (stereo not drawn),0.4%
Nc1ccc2oc(CCc3ccccc3)nc2c1,-3.1%
CN(C(=O)c1ccccc1Cl)C1CCCCC1,-4.0%
CC(C)(CO)NS(=O)(=O)c1ccc2c(c1)oc(=O)c1cc(S(=O)(=O)NC(C)(C)CO)ccc12,-3.0%
CC(C)(O)C#Cc1ccc(C(=O)N2CCC(C(N)=O)(N3CCCCC3)CC2)cc1,-0.2%
O=C(CCNS(=O)(=O)c1cccc2nsnc12)N1CCN(c2ccccn2)CC1,1.6%
Cc1ccc(C)c(-n2c(CNc3ccc(F)cc3)nnc2SCC(N)=O)c1,1.7%
COc1ccc(C2C(C(C)=O)=C(C)N=c3s/c(=C\c4ccco4)c(=O)n32)c(OC)c1 (stereo not drawn),7.6%
Cn1cccc1Cc1nnc(SCC(=O)NC2CCCCC2)n1CCc1ccccc1,4.7%
O=C(Cn1nc(Cc2ccncc2)c2ccccc2c1=O)N1CCN(C(=O)c2ccco2)CC1,13.4%
CCOc1ccccc1NC(=O)CCN1CCN(S(=O)(=O)c2ccc(OC)cc2)CC1,0.1%
CC1(C)CCC(NC(=O)[C@H](N)CCC(=O)O)CC1,-0.7%
CCOC(=O)Cn1nnnc1C(CC)N(Cc1cc2ccc(C)cc2[nH]c1=O)C1CCCC1 (stereo not drawn),15.3%
CC(C)Cc1nc(S(=O)(=O)c2ccc(Cl)cc2)c(N2CCOCC2)o1,9.6%
CC(C)OCCCNc1ncnc2c1[nH]c1ccc(F)cc12,-2.4%
COc1ccc(C2N(c3ccccn3)C(=O)C3CCCN32)c(OC)c1 (stereo not drawn),-1.2%
CCOC(=O)N1CCC(NC(=O)c2ccc(CS(=O)(=O)c3ccccc3C)o2)CC1,10.9%
CCOC(=O)CSc1nnc(-c2ccco2)n1-c1ccccc1,-0.2%
COc1cccc(-n2c(Cc3cc(=O)[nH]c(=O)[nH]3)nnc2SCC(=O)NC2CCCCC2)c1,15.8%
O=C(CSc1nnc(-c2ccc(Br)o2)n1Cc1ccccc1)c1ccccc1F,-7.4%
Cc1nc(C)c(C(=O)Nc2ccccc2-c2ccccc2)o1,-2.5%
COc1ccc(OC)c(-c2nnc(-c3ccc(C)o3)o2)c1,6.4%
O=C(Cn1c(=O)oc2cc(S(=O)(=O)N3CCCC3)ccc21)NCc1ccccn1,11.9%
Cc1ccc2cc(CCNC(=O)CC(C)(C)C)c(=O)[nH]c2c1C,10.7%
CCn1cc(S(=O)(=O)CC(=O)Nc2cc(C)on2)c2ccccc21,-7.3%
Cn1c(CCNC(=O)c2ccccc2)nc2cc(NC(=O)c3ccco3)ccc21,0.3%
Cc1ccc(NC(=O)CSC(N)=O)cc1Cl,24.6%
CN1CCN(Cc2nc3c(c(=O)[nH]c(=O)n3C)n2CCc2ccccc2)CC1,11.8%
O=C(CSc1ccccc1)NCCCN1CCOCC1,-2.2%
COCCn1c(=O)[nH]c2cc(C(=O)NCc3cccnc3)ccc2c1=O,-4.5%
CC(C)COC(=O)C1[C@H]2C(=O)N(Cc3cccs3)C[C@]23C=C[C@H]1O3 (stereo partly drawn),-0.6%
Cc1ccc(CCNC(=O)Cn2cccc2)cc1,-3.9%
O=C(CC1=NC2(CCCC2)Cc2ccccc21)N1CCOCC1,2.3%
COc1ccc2[nH]cc(CCNc3ncnc4ccc(-c5ccccc5C#N)cc34)c2c1,9.1%
COCCn1c(SCC(=O)N2CCCCC2)nc2cccnc21,6.1%
COc1cccc(Cn2c(=O)cnc3cncnc32)c1,-0.8%
CCOc1ccc(OCC)c(NC(=O)CCn2c(=O)oc3ccccc32)c1,-7.0%
COc1ccc2[nH]cc(CCNc3ncnc4ccc(-c5ccccc5CN(C)C)cc34)c2c1,8.2%
CCC(c1nnc(SCC(=O)N2CC(=O)Nc3ccccc32)n1Cc1ccccc1)N(C)C (stereo not drawn),-5.8%
COc1ccc(-c2nc(=S)[nH][nH]2)cc1,10.5%
Cc1cc(N2CCOCC2)nc2ccc(NC(=O)CCC(=O)N3CCCC(C)C3)cc12 (stereo not drawn),-5.0%
CCc1cccc(CC)c1NC(=O)CN1CCN(c2ccccc2)CC1,-6.4%
COc1cccc(C(=O)CN2C(=O)C(C)(C)Oc3ccc(C(=O)N4CCCCCC4)cc32)c1,-0.2%
Clc1ccccc1OCc1nc(-c2ccccn2)no1,-2.3%
C[N+](C)(C)CC(=O)N/N=C\c1ccncc1,-4.6%[5.75 µM]
CC(C)c1nnc(NC(=O)C2CCCCC2)s1,8.1%

# Later entries:
SMILES,AmpC det inh
COC(=O)c1ccc2c(=O)n(CCN3CCOCC3)c(SCC(=O)c3ccccc3)nc2c1,-0.6%
CC1(C)C(=O)Nc2ccccc2N1C(=O)COc1ccc(S(=O)(=O)N2CCOCC2)cc1Cl,-3.6%
COc1ccc(Nc2ccccc2)c(C)c1,-2.5%
CCC(=O)N1c2ccc(S(=O)(=O)N(CCO)Cc3ccccc3)cc2CC1C (stereo not drawn),-4.8%
C#CCNc1c(C)c(C)nc2ncnn12,0.2%
COc1ccc(C(c2sc3nc(C)nn3c2O)N2CC(C)OC(C)C2)cc1OC (stereo not drawn),8.8%
COc1ccc(CN2CCN(C(=O)C3CC(=O)N(C4CCCCCC4)C3)CC2)c(OC)c1OC (stereo not drawn),-1.0%
O=c1oc2c3c4c(cc2c2c1CCC2)OCCN4CCC3,-6.3%
CC1CCc2sc3nc(NCc4ccco4)n4ncnc4c3c2C1 (stereo not drawn),12.6%
CN(C)P(=NC(=S)c1cccn1C)(N(C)C)N(C)C,-7.2%
N#Cc1ccc(CSc2nnc(Nc3ccccc3)s2)cc1,1.0%
CC(C)NC(=O)N1CCCC2(CCN(C(=O)c3cc(C(F)(F)F)cc(C(F)(F)F)c3)CC2)C1,3.7%

# 3 compounds from above, ordered by molecular weight, largest number first.
SMILES,AmpC det inh
COC(=O)c1ccc2c(=O)n(CCN3CCOCC3)c(SCC(=O)c3ccccc3)nc2c1,-0.6%
CCC(=O)N1c2ccc(S(=O)(=O)N(CCO)Cc3ccccc3)cc2CC1C (stereo not drawn),-4.8%
COc1ccc(Nc2ccccc2)c(C)c1,-2.5%

# Continued:
SMILES,AmpC det inh
CCOC(=O)N1CCC(NC(=O)c2cccc3c2C(=O)N(Cc2cccnc2)C3)CC1,-0.6%
O=C(O)CNC(=O)c1ccccc1O,-4.9%[5.75 µM]
CC1(C)CC(=O)N(CC(=O)N2CCN(c3ncccn3)CC2)c2ccccc2S1(=O)=O,5.6%
Cc1cccc(C)c1OCc1nnc(SCC(=O)NCc2ccccc2)o1,-3.6%
COC(=O)c1cc2c(=O)n3ccccc3nc2n(C)c1=N,-1.1%
Clc1cccc(Cl)c1Cn1nnc(-c2cccs2)n1,2.1%
c1ccc(-n2c(SCc3ccncc3)nnc2-c2ccco2)cc1,0.4%
COc1ccc2oc(=O)c(C(=O)N3CCCc4ccccc43)cc2c1,-2.5%
COC(=O)C(CCCCN1C(=O)C2C3C=CC(C3)C2C1=O)N1C(=O)C2C3C=CC(C3)C2C1=O (stereo not drawn),24.8%
CC1=CC(=O)CC(C)(C)[C@]1(O)/C=C\C(C)=C\C(=O)O,-1.9%[5.75 µM]
CCOc1ccc(-c2cc3nc(C4CCN(C(=O)OC(C)(C)C)CC4)c(C(=O)O)cn3n2)cc1,-6.2%
N#Cc1nc(Cc2cccc3ccccc23)oc1N1CCOCC1,-3.3%
Cc1cnc(CNc2ncncc2-c2ccc(C(=O)N(C)C)cc2)cn1,9.6%
C[C@@H](C(=O)N[C@@H](CO)Cc1ccccc1)[C@@H]1C[C@@]1(C)[C@@H](NC(=O)OCc1ccccc1)c1ccccc1,-0.2%
O=C(CSc1nnc(-c2ccc(OC(F)F)cc2)o1)N1CCOCC1,-3.2%
Cc1cc(C(=O)CSc2nnc(-c3ccncc3)n2-c2ccccc2)c(C)n1C,1.1%
CSc1ccccc1NC(=O)c1cnccn1,-4.4%
CCn1ncc(Br)c1C(=O)Nc1cc(C(=O)OC)ccc1C(=O)OC,-4.3%
Nn1c(Nc2ccccc2)nc2sc3c(c2c1=O)CCC3,3.7%
Cc1cccnc1Nc1nc(-c2ccc(O)cc2O)cs1,13.7%
CN(C)CCSc1nnc(-c2ccccc2)o1,0.7%
O=C(O)C1CCCCC1C(=O)NCCCN1CCOCC1 (stereo not drawn),8.0%
O=S(=O)(c1ccc2c(c1)OCCO2)N1CCN(Cc2ccc3c(c2)OCO3)CC1,-1.5%
Cn1c(NC(=O)c2ccco2)c(-c2ccccc2)c(=O)c2ccccc21,-1.5%
CCOC(=O)c1c(-c2ccccc2)csc1NC(=O)c1nn(CC)cc1Br,2.1%
Cc1cc(C)cc(N2C(=O)CC(N3CCOCC3)C2=O)c1 (stereo not drawn),5.6%
CCOC(=O)c1sc(NC(=O)c2ccco2)nc1C,5.3%
O=C(Oc1ccc2cccc(OC(=O)N3CCOCC3)c2c1)N1CCOCC1,15.3%
CCOC(=O)c1c(NC(=O)CN2CCOCC2)sc2c1CCCC2,17.1%
CCN(CC)CCCNC(=O)c1ccccc1C,7.4%
COc1ccc(C)cc1NC(=O)CN(Cc1nnc(-c2ccc(Cl)cc2)o1)C1CCCC1,10.9%
Cc1cccc(-n2nnnc2SCC(=O)c2cc(C)n(Cc3ccco3)c2C)c1,-3.9%
Cc1ccc(C)c(C2=CSC3=NCCN23)c1,1.3%
CCc1nnc(NC(=O)OCc2ccccc2)s1,-0.4%
Cc1ccc(S(=O)(=O)Cn2nnnc2CN(Cc2ccco2)CC2CCCO2)cc1 (stereo not drawn),2.2%
CC(=O)NCC(=O)N[C@H](CCC(=O)O)C(=O)O,-4.2%

# Among those listed so far, 3 contain bromine.
SMILES,AmpC det inh
O=C(CSc1nnc(-c2ccc(Br)o2)n1Cc1ccccc1)c1ccccc1F,-7.4%
CCn1ncc(Br)c1C(=O)Nc1cc(C(=O)OC)ccc1C(=O)OC,-4.3%
CCOC(=O)c1c(-c2ccccc2)csc1NC(=O)c1nn(CC)cc1Br,2.1%

# Next results:
SMILES,AmpC det inh
Cc1nc(NCc2ccccc2)c2nc(-c3ccccc3)n(CCCN3CCOCC3)c2n1,14.1%
C/C(=C\C(=O)c1ccc(C)o1)Nc1ccc(C(=O)O)cc1C,-1.3%
CN1C(=O)C2ON(c3ccccc3)C(c3cccs3)C2C1=O (stereo not drawn),-4.7%
NCCc1ccc(O)c(O)c1,-0.1%
CCCS(=O)(=O)NCCc1cc2cc(C)c(C)cc2[nH]c1=O,-4.4%
CC1CCc2nc(NC(=O)CSc3nc4ccccc4o3)sc2C1 (stereo not drawn),-3.8%
CCOC(=O)C1CCCN(C2CC(=O)N(c3cccc(C)c3)C2=O)C1 (stereo not drawn),-0.6%
CCOc1ccccc1Nc1nnc(Cc2ccccc2Cl)c(=O)[nH]1,0.9%
Cc1nn2cc(-c3ccc(-c4ccccc4)cc3)nc2s1,-2.8%
Cc1noc(C)c1CSc1nnc2sc3ccccc3n12,14.2%
O=C(CCc1nc(-c2ccccc2)no1)N1CCCC1,-1.4%
Cn1c(=O)n(C/C=C/c2ccccc2)c(=O)c2c1nc1n2CCCN1Cc1ccccc1,-1.2%
COc1ccccc1N(C)S(=O)(=O)c1ccc(C(=O)NC2=NCCS2)cc1,-4.0%
Nn1c(SCc2nc3ccccn3c2Br)nnc1-c1cccnc1,18.8%
Cc1[nH]c2c(Cl)cccc2c(=O)c1CN1CCCC1,-6.1%
CCn1[nH]c(=O)c(=Nc2c(C)n(C)n(-c3ccccc3)c2=O)cc1-c1ccc(Cl)cc1,-4.5%
O=c1c2c3c(sc2ncn1/N=C/c1ccc(Br)o1)CCCC3,12.9%
Cc1cc(C)nc(SC2CCOC2=O)n1 (stereo not drawn),-0.3%
CC(Cc1c[nH]c2ccccc12)NC(=O)C1CCCNC1=O (stereo not drawn),-1.2%
O=C(O)CCN1C(=O)NC2(CCCC2)C1=O,-3.0%
O=S(=O)(O)c1ccc2c(N=Nc3c(O)ccc4ccccc34)cccc2c1,-3.0%[5.75 µM]
COc1ccc(CC(=O)Nc2cc(C)c3c(=O)oc4ccccc4c3n2)cc1,7.6%
CN(C)C(=O)N1CCCC(C(=O)NCc2ccccc2)C1 (stereo not drawn),0.8%

# Pulled one by one from the entries so far (4):
SMILES,AmpC det inh
COc1ccc(CC(=O)Nc2cc(C)c3c(=O)oc4ccccc4c3n2)cc1,7.6%
COc1ccccc1N(C)S(=O)(=O)c1ccc(C(=O)NC2=NCCS2)cc1,-4.0%
CC(Cc1c[nH]c2ccccc12)NC(=O)C1CCCNC1=O (stereo not drawn),-1.2%
Cc1cc(C)nc(SC2CCOC2=O)n1 (stereo not drawn),-0.3%
